From PubChem BioAssay
CYP2C19 inh = inhibitors of human CYP2C19 | inhibition, % at 5 µM | actives 21% (n = 96,000) | CYP2C19 Supersomes, luciferin-H EGE luminescence, 30 min | P33261;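 active = CYP2C19 inhibition above a set limit at 5 µM in the primary screen, cut at about 50% in these data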;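 note: plate controls were negative control wells for no effect and 2.5 mM tranylcypromine positive control for full effect; values of inactives mirror those of a sister screen read the other way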
Target sequence (P33261 whole entry, looked up): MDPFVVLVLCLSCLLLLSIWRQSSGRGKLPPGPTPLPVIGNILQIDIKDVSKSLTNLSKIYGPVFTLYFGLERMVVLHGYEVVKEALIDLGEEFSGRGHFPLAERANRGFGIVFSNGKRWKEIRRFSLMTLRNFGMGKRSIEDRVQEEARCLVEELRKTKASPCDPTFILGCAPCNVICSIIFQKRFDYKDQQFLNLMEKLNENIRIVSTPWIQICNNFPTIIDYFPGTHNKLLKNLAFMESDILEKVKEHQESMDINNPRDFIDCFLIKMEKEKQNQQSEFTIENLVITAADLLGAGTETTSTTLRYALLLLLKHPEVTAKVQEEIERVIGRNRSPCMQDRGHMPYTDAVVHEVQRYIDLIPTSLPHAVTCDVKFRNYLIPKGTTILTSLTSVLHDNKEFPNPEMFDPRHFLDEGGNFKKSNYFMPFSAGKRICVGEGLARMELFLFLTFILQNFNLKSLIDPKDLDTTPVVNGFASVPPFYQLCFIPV
hDAT+cocaine = changed human dopamine transporter uptake under cocaine IC80. Q01959. LLC-PK1 hDAT cells, [14C]-dopamine uptake with cocaine IC80; actives deviate in either direction. B-score at 10 µM. actives 1.3% (n = 110,000). AID 449768;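 active = Z score or B-score, a plate-position-corrected score, falls beyond the plate's 99.7% confidence bounds, in either direction; inactive = both scores lie inside the 99.7% bounds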;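 note: scored against the spread of the other compound wells on the same plate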
Target sequence (Q01959 whole entry, looked up): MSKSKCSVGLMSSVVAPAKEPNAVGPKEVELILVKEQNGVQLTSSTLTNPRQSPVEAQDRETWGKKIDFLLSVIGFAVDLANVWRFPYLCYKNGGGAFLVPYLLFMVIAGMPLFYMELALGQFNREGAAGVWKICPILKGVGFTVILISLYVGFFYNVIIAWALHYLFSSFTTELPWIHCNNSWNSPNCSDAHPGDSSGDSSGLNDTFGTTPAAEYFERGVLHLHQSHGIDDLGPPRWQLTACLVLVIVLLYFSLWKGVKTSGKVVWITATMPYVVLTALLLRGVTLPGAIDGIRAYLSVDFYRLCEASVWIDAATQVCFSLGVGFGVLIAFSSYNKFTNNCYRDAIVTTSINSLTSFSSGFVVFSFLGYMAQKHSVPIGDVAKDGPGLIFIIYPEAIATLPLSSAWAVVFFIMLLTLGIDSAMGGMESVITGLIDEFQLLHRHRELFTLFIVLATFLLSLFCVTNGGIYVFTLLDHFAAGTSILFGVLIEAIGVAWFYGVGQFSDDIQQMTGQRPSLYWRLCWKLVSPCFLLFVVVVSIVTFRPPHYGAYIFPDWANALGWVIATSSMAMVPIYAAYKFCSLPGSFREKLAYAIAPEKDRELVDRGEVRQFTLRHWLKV
CYP2C9 inhib = human CYP2C9 inhibition; CYP2C9 Supersomes, luciferin-H conversion, luminescence; P11712; AID 777; actives 20% (n = 96,000); inhibition, % at 5 µM;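 active = blocking of liver enzyme CYP2C9 beyond about 50% at 5 µM, limit read from the data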; note: values of inactives mirror those of a sister screen read the other way
IL1B cytotox = toxic to HUVEC cells under IL-1B stimulation | HUVEC cell count loss, Hoechst imaging, IL-1B stimulated | cell count reduction, % at 2 µM | actives 0.41% (n = 94,000) | AID 845;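 active = cell count reduction more than 3 SD above the screen-wide mean, cut at about 70% in these data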;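 note: normalized per plate to untreated control cells as the no-loss baseline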
CYP2C9 act = increases human cytochrome P450 2C9 activity; P11712; recombinant CYP2C9, luciferin-H conversion, luminescence; stronger effect = higher value; factor 1 = untreated enzyme, 0 = blocked; activation factor at 5 µM; actives 1.4% (n = 96,000);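 active = activation factor of 2 or more for CYP2C9 at a 5 µM dose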;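 note: 0 = sulfaphenazole-blocked wells and 1 = vehicle-only wells; values of inactives mirror those of a sister screen read the other way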
VCAM1 TNFa inh = reduces TNF alpha induced VCAM1 expression in HUVEC | HUVEC TNFa-induced VCAM-1 immunofluorescence, high-content imaging | inhibition, % at 2 µM | actives 0.48% (n = 95,000);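 active = inhibition above the batch mean plus 3 SD, with images confirmed as a hit by eye, cut at about 37% in these data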;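 note: 0% = TNF-stimulated DMSO wells and 100% = unstimulated control wells; not every result past the cut was called active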
TNFa cytotox = toxic to HUVEC cells under TNF alpha stimulation; HUVEC TNFalpha-stimulated, Hoechst cell count, imaging; cell count reduction, % at 2 µM; actives 0.17% (n = 93,000); AID 848;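 active = cell count reduction exceeding the screen mean by over 5 SD, scaled to untreated wells per plate, cut at about 78% in these data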;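 note: cells counted after 24 h of TNF alpha exposure following the 1 h pretreatment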
CYP2C19 activ = increases human CYP2C19 enzyme activity; P33261; recombinant CYP2C19, luciferin-H EGE luminescence; stronger effect = higher value; 0 = fully inhibited enzyme, 1 = untreated enzyme; activation factor at 5 µM; 96,000 tested, under 10 active; AID 1025;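 active = activation factor of at least 2 at 5 µM in the primary screen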;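 note: 0 = wells with 2.5 mM tranylcypromine and 1 = vehicle-only wells; values of inactives mirror those of a sister screen read the other way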
Calb biofilm kill = kills Candida albicans biofilms; C. albicans biofilm + clotrimazole, Alamar Blue; inhibition, % at 6 µM; actives 0.14% (n = 85,000);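 active = inhibition above 20%; inactive = inhibition below 20%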;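 note: preformed 24 hr biofilms exposed to compound for 48 hr; 0% = biofilm without compound and 100% = blank killed by clotrimazole plus chlorhexidine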
The depositor's hits bear a star; x = no result given.

The line under a structure holds: CYP2C19 inh, hDAT+cocaine, CYP2C9 inhib, IL1B cytotox, CYP2C9 act, VCAM1 TNFa inh, TNFa cytotox, CYP2C19 activ, Calb biofilm kill
Cc1c(C(=O)NCCN2CCOCC2)sc2nc(-c3ccc(F)cc3)cn12
→ x, 1.6, x, -27, x, 6, -24, x, 4
Cc1cc(C(=O)NCCC(c2ccccc2)c2ccccc2)c(C)o1
→ 93*, 0.21, 98*, 15, 0, 13, 0, 0.1, x
CCCC(=O)N=C1SC2CS(=O)(=O)CC2N1c1ccc(C(C)=O)cc1 (stereo unspecified)
→ 7, 0.19, 42, 10, 0.6, -10, -4, 0.9, 5
COc1ccc(C(=O)Nn2cnnc2)cc1
→ 18, 0.78, 8, 4, 0.9, 11, -20, 0.8, -1
CC(=O)c1cc2c(cc1NC(=O)c1cnc(C)cn1)OCO2
→ 0, 0.14, 16, 1, 0.8, 20, -19, 1, -6
COc1ccc(C=Nc2cccc3c(=O)[nH][nH]c(=O)c23)c2ccccc12
→ 42, -0.2, 79*, 10, 0.2, 22, -39, 0.6, 4
COCCOC(=O)C1=C(C)NC(=O)NC1c1ccc(Cl)cc1 (stereo unspecified)
→ 94*, 0.086, -3, x, 1, 17, 11, 0.1, 6
O=C1c2ccccc2-c2nccnc21
→ -5, 0.096, -5, -2, 1.1, 3, -7, 1, 4
COc1ccccc1Nc1ncnc2nc[nH]c12
→ -3, 0.13, -10, -6, 1.1, 3, -18, 1, x
Cc1nn(CC(=O)Nc2nc3ccccc3s2)c(C)c1[N+](=O)[O-]
→ 52*, -0.077, 89*, 3, 0.1, 4, -15, 0.5, x

The closing two compounds of the section before lead into the next:
The line under a structure holds: CYP2C19 inh, hDAT+cocaine, CYP2C9 inhib, IL1B cytotox, CYP2C9 act, VCAM1 TNFa inh, TNFa cytotox, CYP2C19 activ, Calb biofilm kill
COc1ccccc1Nc1ncnc2nc[nH]c12
→ -3, 0.13, -10, -6, 1.1, 3, -18, 1, x
Cc1nn(CC(=O)Nc2nc3ccccc3s2)c(C)c1[N+](=O)[O-]
→ 52*, -0.077, 89*, 3, 0.1, 4, -15, 0.5, x
COc1cc(C2NC(=O)NC(C)=C2C(=O)Nc2cccc(C)c2C)cc(OC)c1OC (stereo unspecified)
→ x, -0.95, x, 14, x, 17, 13, x, 3
COc1cc(NC(=O)CN2CCN(c3ccccc3F)CC2)cc(OC)c1
→ 22, 0.87, 34, x, 0.7, x, x, 0.8, -4
O=C(CN1C(=O)NC2(CCCCCC2)C1=O)NCc1ccco1
→ 7, 0.16, 6, -2, 0.9, 5, 2, 0.9, 4
CCOc1ccc2nc(SCC(=O)N3CCN(C(=O)c4ccco4)CC3)sc2c1
→ 29, -1.7*, 53*, 17, 0.5, 8, 9, 0.7, 4
Cc1ccc(O/C=C2\OC(=O)c3ccccc32)cc1
→ x, -0.23, x, -35, x, 33, 8, x, 3
Cc1onc(-c2ccccc2)c1C(=O)Nc1ccc2c(C)cc(=O)oc2c1
→ 15, -0.51, 40, x, 0.6, x, x, 0.8, 10
COc1cc(C(C#N)N2CCOCC2)ccc1O (stereo unspecified)
→ -9, -2, -11, -1, 1.1, -6, 0, 1.1, 5
Cn1c(C(=O)N2CCCC(C(=O)NCc3ccc4c(c3)OCO4)C2)cc2sccc21 (stereo unspecified)
→ 23, 0.12, 12, 8, 0.9, 12, -26, 0.8, 4
O=S(=O)(Nc1cccc(-c2cn3cccnc3n2)c1)c1ccc(-c2ccccc2)cc1
→ 81*, x, 100*, 10, 0, 3, -14, 0.2, x
O=C(COc1ccc(Cl)cc1Cl)Nc1nc2n(n1)C(c1ccccc1)CC(=O)N2 (stereo unspecified)
→ 3, -2, 21, -66, 0.8, -24, -3, 1, 1
CN(CC(O)CN)CC(O)CN1CCCCC1 (stereo unspecified)
→ -14, -0.67, -5, 1, 1.1, -3, -18, 1.1, 5
CCOC(=O)c1ccc(N2C(=O)CC(N3CCC(Nc4ccc(F)cc4)CC3)C2=O)cc1 (stereo unspecified)
→ 22, -0.29, 19, -22, 0.8, 2, -8, 0.8, 8
Cc1ccc(S(=O)(=O)N(C)c2ccc(OCC(=O)OCc3c(C)noc3C)cc2)cc1
→ 79*, 0.1, 75*, 21, 0.2, x, x, 0.2, x
COc1ccc(C(C(=O)NC2CCCC2)N(C(=O)c2snc(-c3ccc(F)cc3)c2N)c2ccccc2)cc1 (stereo unspecified)
→ -4, -0.59, -4, -34, 1, 2, -18, 1, x
CC(C)c1cc(C(=O)Nc2cc(Br)ccc2O)no1
→ 5, -0.79, 39, -26, 0.6, -4, -16, 1, 3
c1ccc(CC2CCN(Cc3nc(-c4ccccc4)no3)CC2)cc1
→ 14, 0.38, 10, -95, 0.9, 5, 6, 0.9, 6
COc1ccccc1OCC(=O)N1CC2(C)CC1CC(C)(C)C2 (stereo unspecified)
→ 37, -0.8, -4, -156, 1, -2, -18, 0.6, 5
Cc1cc(-c2c(C)[nH]n(-c3ccccc3)c2=O)n(-c2ccccc2)n1
→ 1, 0.37, 81*, -7, 0.2, 19, 25, 1, x
COc1ccc(-c2c3c(=O)n(C)c(=O)n(C)c3cn2-c2cc(OC)ccc2OC)cc1
→ 25, 2.1, 63*, 14, 0.4, 0, -31, 0.8, 10
CCn1c(COc2cccc(C)c2)nnc1SCC(=O)N1CCCC1
→ 14, 0.55, 2, 22, 1, -13, -2, 0.9, 0
CCC(C)NS(=O)(=O)c1ccc(OCC(=O)NCC2CCCO2)cc1 (stereo unspecified)
→ 16, -0.89, 11, -50, 0.9, -4, -26, 0.8, 2
COc1cc(C(C(=O)NC(C)(C)C)N(C(=O)CNC(=O)c2cccs2)c2ccccc2)cc(OC)c1OC (stereo unspecified)
→ -15, -0.084, -16, -1, 1.2, -6, 3, 1.2, x
C=CCn1c(CNC(=O)c2cccs2)nnc1SCC(=O)c1ccc(Br)cc1
→ 46, -0.36, 61*, -15, 0.4, 1, -9, 0.5, 3
COc1cc(/C=N/Nc2snc(SC)c2C#N)cc(OC)c1OC
→ 28, -0.58, 40, 4, 0.6, 18, -54, 0.7, 1
COc1ccc(C(=O)N2c3ccc(F)cc3CCC2C)cc1OC (stereo unspecified)
→ -2, -0.4, 2, -2, 1, 11, 2, 1, 6
Cc1ccsc1C(=O)N/N=C/C=C/c1ccccc1[N+](=O)[O-]
→ -7, 0.67, -30, -3, 1.3, -40, -18, 1.1, x
CCCCn1c(SCC(=O)NCc2ccco2)nc2cc(S(N)(=O)=O)ccc21
→ 56*, -0.52, 68*, -12, 0.3, 12, -23, 0.4, 9
CCC(=O)N1CCN(c2ccccc2NC(=O)COc2cc(C)ccc2C(C)C)CC1
→ 93*, -1.2, 96*, 28, 0, -15, 17, 0.1, 2
CS(=O)(=O)c1cccc(C(=O)NCc2ccc(F)cc2)c1
→ 2, -0.15, 2, -11, 1, -8, -10, 1, 5
Cc1cccc(CSc2nc(N)c(C#N)c(-c3cccs3)c2C#N)c1
→ x, 2.1, x, -43, x, 23, 2, x, 10
Cc1ccc2c(c1)NC(=O)C(N1CCOCC1)(C(F)(F)F)O2 (stereo unspecified)
→ 55*, -1.2, 34, -12, 0.7, 3, 14, 0.4, x
CC1(C)CC(=O)C=C(NCc2ccco2)C1
→ 25, -0.093, 16, -2, 0.8, 2, -28, 0.8, 6
O=C1C2C3C=CC(C3)C2C(=O)N1c1cccc(-c2nc3ccccc3o2)c1 (stereo unspecified)
→ 7, 0.98, 14, -31, 0.9, -7, -4, 0.9, 4
COc1ccc2cc(C3(C)NC(=O)N(CC(=O)NCCC4=CCCCC4)C3=O)ccc2c1 (stereo unspecified)
→ 12, 0.56, 31, -4, 0.7, 3, 9, 0.9, x
O=C(Cc1cn2ccsc2n1)Nc1nc2c(s1)CCCC2
→ 47, 1.8, 52*, -17, 0.5, 11, -13, 0.5, 6
N#Cc1ccccc1NC(=O)Nc1cccc(Cl)c1
→ 5, 0.0012, -6, -28, 1.1, 18, -28, 1, 8
C/C(=N\Nc1ccc(Cl)cc1)c1ccccn1
→ 40, 0.66, 23, -8, 0.8, 4, -14, 0.6, x
C=CCOc1nc(N(C)C)nc(N(C)C)n1
→ -6, 0.13, -40, 51, 1.4, 14, 2, 1.1, x
COc1ccccc1CNC(=O)c1ccccc1N
→ 53*, -0.29, 15, 2, 0.8, 0, -32, 0.5, 6
COc1ccccc1CNC(=O)c1ccccc1OC
→ 77*, -0.43, -284, -13, 3.8*, 9, -4, 0.2, 2
Cc1ccc(OCC(=O)n2cnnc2N)c(C)c1
→ -5, -1.7, -10, -88, 1.1, -5, -3, 1, 0
CC1CN(C(=O)Nc2ccc3snnc3c2)c2ccccc21 (stereo unspecified)
→ 71*, 2.6*, 81*, x, 0.2, x, x, 0.3, -1
CCOC(=O)C1CCCCN1Cc1cccc(OC)c1OC (stereo unspecified)
→ 30, -0.087, 27, x, 0.7, -9, -9, 0.7, 1
Cc1ccc(NC(=O)Cc2cn3ccsc3n2)nc1
→ 25, -0.75, -18, x, 1.2, x, x, 0.8, 2
O=C(Nc1ccc2c(c1)OCO2)NC1CCN(Cc2ccccc2)CC1
→ -7, 0.34, -25, 8, 1.3, -1, -13, 1.1, x
COc1cc(S(=O)(=O)N(C)C)ccc1F
→ x, 0.0021, x, 12, x, 5, 2, x, 8
Cc1ccsc1C=Nc1c(C)n(C)n(-c2ccccc2)c1=O
→ -19, 0.14, -27, -48, 1.3, 10, 6, 1.2, x
CC1(C)CC(=O)c2cn3ncnc3nc2C1
→ -6, -1.7, 1, -4, 1, 11, -24, 1.1, 2
Cn1cccc1/C=N/n1cnnc1
→ 0, 2.8*, 0, x, 1, 14, -13, 1, 1
COC(=O)C1=C(C(C)=O)C(c2ccc(C)cc2)n2nnnc2N1 (stereo unspecified)
→ 12, -0.66, 15, 17, 0.9, -3, 10, 0.9, 1

New compounds follow.
The line under a structure holds: CYP2C19 inh, hDAT+cocaine, CYP2C9 inhib, IL1B cytotox, CYP2C9 act, VCAM1 TNFa inh, TNFa cytotox, CYP2C19 activ, Calb biofilm kill
CCOc1cc(NC(=O)C2CC2)c(OCC)cc1NC(=O)c1ccccn1
→ -5, -1.5, 5, 1, 0.9, 22, -17, 1.1, 9
Cc1ccccc1-c1nc(CN2CCC(C(=O)NCc3ccco3)CC2)c(C)o1
→ 6, -0.85, 16, 19, 0.8, -1, 9, 0.9, x
CC1CCN(C(=O)c2ccc(S(=O)(=O)N(C)C)cc2)C(C)C1 (stereo unspecified)
→ 15, -0.7, 4, -3, 1, 18, -5, 0.9, -2
CCC(=O)N1c2ccc(S(=O)(=O)CCC(=O)Nc3nccs3)cc2CC1C (stereo unspecified)
→ 8, x, 22, -4, 0.8, -1, -8, 0.9, 4
CCN1C(=O)C2(SC(NC(C)=O)=NN2C(C)=O)c2cc(C)ccc21 (stereo unspecified)
→ 34, 0.24, 24, -30, 0.8, 9, 4, 0.7, x
C=CCn1c(=O)c2ccccc2n2c(SCc3c(C(=O)OCC)oc4ccccc34)nnc12
→ 59*, 1.3, 60*, x, 0.4, x, x, 0.4, 8

As entered above:
CYP2C9 act result of CC1CCN(C(=O)c2ccc(S(=O)(=O)N(C)C)cc2)C(C)C1 (stereo unspecified) = 1
CYP2C9 act result of C=CCn1c(=O)c2ccccc2n2c(SCc3c(C(=O)OCC)oc4ccccc34)nnc12 = 0.4
TNFa cytotox result of CCC(=O)N1c2ccc(S(=O)(=O)CCC(=O)Nc3nccs3)cc2CC1C (stereo unspecified) = -8
CYP2C19 inh result of CCN1C(=O)C2(SC(NC(C)=O)=NN2C(C)=O)c2cc(C)ccc21 (stereo unspecified) = 34
CYP2C19 activ result of Cc1ccccc1-c1nc(CN2CCC(C(=O)NCc3ccco3)CC2)c(C)o1 = 0.9
VCAM1 TNFa inh result of CCOc1cc(NC(=O)C2CC2)c(OCC)cc1NC(=O)c1ccccn1 = 22
